# Nrf2 inh – inhibitors of Nrf2 signaling. A549 ARE-Fluc reporter, luciferase luminescence, 18-24 h. Potency, µM (doses to about 46 µM), for inactives: top-dose activity change, negative = inhibition, actives largely listed as inhibitors. actives 2.1% (n = 360,000). AID 504444; note: potency is the fitted concentration of half-maximal effect; % is set by controls: 0 for no effect and ±100 for the full control effect; nearly all actives have a fitted effect of over 60% in size
#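 Two sequential reads on A549 ARE_Fluc cells exposed to compound for 18-24 h: a CellTiter-Fluor fluorescence read for viability, then a luciferase luminescence read for Nrf2/ARE activity.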
# TGFb SMAD3 inh – TGF-b pathway inhibition | HepG2 CAGA-GFP TGF-b/SMAD3 reporter, GFP fluorescence, 18 h; TGF-beta stimulated, 500 pg/mL final | Potency, µM (highest dose often 46.1 µM), for the others: top-dose activity, negative = inhibition, actives largely listed as inhibitors | actives 1.2% (n = 410,000) | AID 588855; note: potency is the fitted concentration of half-maximal effect; % is set by controls: 0 for no effect and ±100 for the full control effect; nearly all actives have a fitted effect of over 65% in size
#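 GFP signal (ex488/em500-530) from TGF-beta-stimulated HEPG2 CAGA-GFP cells, 500 pg/mL final, 18 h at 37 degrees C in DMEM plus 1% FBS, normalized to unstimulated and DMSO-stimulated controls.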
# ATXN2 expr inh – ATXN2 expression inhibition. HEK-293 ATXN2-luciferase reporter, luminescence, 24 h. Potency, µM (titrated, usually from 57 µM), inactives show at the top dose activity change, negative = inhibition, actives largely listed as inhibitors. actives 0.72% (n = 360,000); note: potency is the fitted concentration of half-maximal effect; % is set by controls: 0 for no effect and ±100 for the full control effect; nearly all actives have a fitted effect of over 55% in size
#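 ATXN2-luciferase reporter cells (luciferase flanked by upstream and downstream ATXN2 gene portions) were treated 24 h at 37 °C with compounds at up to 57 uM. SteadyGlo luminescence gave expression; GF-AFC fluorescence gave viability.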
# HepG2 tox – kills HepG2 cells in TGF-b inhibitor counter-screen. HepG2 CAGA-GFP viability, ATP luminescence, 18 h. Potency, µM (series often up to 46.1 µM), for the others: top-dose activity change, negative = cytotoxicity, most hits filed as cytotoxic. actives 0.76% (n = 410,000). AID 588856; note: potency is the fitted concentration of half-maximal effect; some results filed as inactive show a strong effect at the top dose
#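 HepG2 CAGA-GFP cells (1000/well, DMEM with 1% FBS) received compound, then TGF-beta at 500 pg/mL final, and were incubated 18 hours at 37 degrees C. Viability was read by CellTiter-Glo luminescence. Media-only wells were set as complete cell-killing and DMSO as no toxicity.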
# ATXN viability – cell viability loss in ATXN counter-screen | actives 0.49% (n = 400,000) | Potency, µM (doses to about 56.7 µM), hits mostly cytotoxic | AID 651635 | S2 cells (HEK-293 line with an ATXN2-luciferase reporter) viability, CellTiter-Fluor protease fluorescence, 24 h; note: potency is the fitted concentration of half-maximal effect; nearly all actives have a fitted effect of over 40% in size
# Nrf2 ARE act – activators of Nrf2 (ARE) signaling | AREc32 ARE-luciferase reporter (MCF7-derived line), luminescence, 24 h | Potency, µM (highest dose often 46.1 µM), without a hit: top-dose activation, hits mostly activators | actives 0.31% (n = 410,000); note: potency is the fitted concentration of half-maximal effect; % of control where 0% means no effect; nearly all actives have a fitted effect of over 65% in size
#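 Luminescent ARE reporter assay in AREc32_Fluc cells: overnight plating at 37 deg C, 24 hr compound incubation, Steady-Glo added, 30 min RT before reading.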
# A549 tox – A549 cytotoxicity, counter-screen for Nrf2 inhibitors | A549 ARE-Fluc cells, CellTiter-Fluor viability, 18-24 h | Potency, µM (top dose mostly 46 µM), without a hit: at the top dose activity change, negative = cytotoxicity, most hits filed as inhibitors | actives 0.16% (n = 390,000); note: potency is the fitted concentration of half-maximal effect; % is set by controls: 0 for no effect and ±100 for the full control effect
#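 A549 ARE_Fluc cells in 5% FBS OPTI-MEM were exposed to compounds in concentration-response for 18-24 h at 37 deg C. Viability was read by CellTiter-Fluor fluorescence (Ex 405/Em 525) after 30 min, before the luciferase read.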
# EPAC2 agonist – agonists of human EPAC2 (RAPGEF4) | EPAC2 activation, biochemical qHTS; response scale: 100% = 6.5 mM cAMP response | Potency, µM (top dose mostly 154 µM), inactives show at the highest dose activation, actives largely listed as activators | actives 0.079% (n = 360,000) | AID 720711; note: potency is the fitted concentration of half-maximal effect; nearly all actives have a fitted effect of over 50% in size
# Target sequence (Q8WZA2 whole entry, looked up): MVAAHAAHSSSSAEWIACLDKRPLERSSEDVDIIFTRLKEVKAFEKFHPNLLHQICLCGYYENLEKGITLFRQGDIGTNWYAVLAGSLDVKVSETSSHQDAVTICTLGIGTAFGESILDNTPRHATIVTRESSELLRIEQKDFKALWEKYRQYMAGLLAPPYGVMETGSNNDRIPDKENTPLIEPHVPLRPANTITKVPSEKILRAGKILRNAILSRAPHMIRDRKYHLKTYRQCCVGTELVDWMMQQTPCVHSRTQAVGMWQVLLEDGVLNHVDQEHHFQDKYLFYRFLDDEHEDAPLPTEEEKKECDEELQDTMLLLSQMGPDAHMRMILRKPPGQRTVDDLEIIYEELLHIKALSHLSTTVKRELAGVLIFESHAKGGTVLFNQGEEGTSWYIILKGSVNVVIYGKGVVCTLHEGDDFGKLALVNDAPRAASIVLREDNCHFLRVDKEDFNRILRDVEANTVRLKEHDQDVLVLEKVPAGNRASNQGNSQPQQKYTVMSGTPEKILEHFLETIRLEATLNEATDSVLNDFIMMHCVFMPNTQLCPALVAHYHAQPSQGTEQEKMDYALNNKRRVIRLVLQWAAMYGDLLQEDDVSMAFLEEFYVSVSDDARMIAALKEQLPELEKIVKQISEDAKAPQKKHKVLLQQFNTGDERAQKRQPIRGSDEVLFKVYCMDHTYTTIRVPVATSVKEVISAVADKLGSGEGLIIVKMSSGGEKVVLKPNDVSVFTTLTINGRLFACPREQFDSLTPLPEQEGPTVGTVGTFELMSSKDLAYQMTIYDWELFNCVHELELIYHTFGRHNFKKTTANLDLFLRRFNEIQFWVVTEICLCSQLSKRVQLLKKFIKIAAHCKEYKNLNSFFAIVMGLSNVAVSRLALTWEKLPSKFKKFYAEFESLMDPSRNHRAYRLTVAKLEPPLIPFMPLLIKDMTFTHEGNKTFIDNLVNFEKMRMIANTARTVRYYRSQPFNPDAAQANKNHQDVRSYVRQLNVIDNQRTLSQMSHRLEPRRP
#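 Each well held 100 nM EPAC2, 250 nM RAP1B-BODIPY-GDP and 50 uM GDP. Fluorescence, read at 5-min intervals to 30 min, was referenced to a 6.5 mM cAMP positive control.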
# IL2 activator – IL-2 activation. IL-2 activation reporter assay, cell-based qHTS; stimulated with anti-CD3/CD4/CD28 beads; in transgenic mouse T cells. actives 0.065% (n = 360,000). activation, % (series mostly up to about 46 µM); in the data active = activation above about 50%; inconclusive = mostly about 30% to 49%; note: 0% is about no effect
#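 Readout is EGFP and DsRed signal by fluorescent plate cytometry after 18 h at 37 degrees C. Transgenic mouse T cells (750/well) received compound for 60 min before bead stimulation (anti-CD3, anti-CD4, anti-CD28); memory T cells served as non-tolerant control.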
# * = called active by the depositor; i = inactive; ? = inconclusive; / = no result given; [ ] = remark or other dose. Unless noted, calls come from the whole dose curve; as a rule, active = well fitted curve in the direction sought with a large enough effect; inconclusive = small, poorly fitted or top-dose-only effect, or another doubt; inactive = no such curve, though single readings can be large; an effect the other way counts as inactive or inconclusive.
SMILES,Nrf2 inh,TGFb SMAD3 inh,ATXN2 expr inh,HepG2 tox,ATXN viability,Nrf2 ARE act,A549 tox,EPAC2 agonist,IL2 activator
CNS(=O)(=O)c1cc(S(=O)(=O)NC)c2cccc3c2c1NC3=O,-7%,18%,/,0%,i,-1.1%,-4%,4%,-0.2
COc1ccc(C(=O)NCCC(=O)N2CCC3(CC2)NCCc2[nH]cnc23)cc1,2%,2%,2%,0%,i,-0.3%,2%,-3%,0.4
COc1ccccc1CNCc1ccc(OC)c2ccccc12,11%,?,-24%,-61%,i,5.3%,-1%,-1%,-0.5
COC(=O)c1c(NC(=O)COc2cc(C)c(Cl)c(C)c2)sc2c1CCCC2,13%,-11%,1%,0%,i,0.4%,1%,/,/
COc1ccc(-c2nc3cc(C)ccn3c2NC(=O)c2c(F)cccc2Cl)cc1,0%,-1%,-21%,7%,i,2.6%,1%,14%,-4.2
Fc1ccccc1COc1cccc2cccnc12,?,-4%,26%,-5%,i,9.6%,12%,3%,0.9
Clc1ccc(-c2csc3ncnc(NCCN4CCOCC4)c23)cc1,?,-4%,5%,-16%,i,-0.4%,0%,-9%,-0.8
COc1ccc(NC(=O)c2ccc3c(c2)sc2nc(-c4ccc(OC)cc4)cn23)cc1,?,-30%,/,-1%,/,0.3%,6%,/,/
CNC(=O)c1cccc(-n2c(C)nc3cccnc32)c1C,20%,5%,/,18%,/,-0.9%,-1%,/,/
O=C(c1ccc(NS(=O)(=O)c2ccc3c(c2)OCCO3)cc1)N1CCCCC1,?,-24%,-22%,-16%,i,2.3%,-8%,-1%,-3.0
CC1CCCCN1C(=O)c1cc(-c2ccc3c(c2)OCO3)on1 (stereo not given),?,3%,46%[activator],-2%,i,0.4%,-3%,0%,9.0
Cc1ccccc1S(=O)(=O)Cc1ccc(C(=O)NCCCOC(C)C)o1,2%,0%,-3%,-5%,i,0.0%,13%,-3%,2.1
COc1ccc(-n2c(=S)[nH]c3cc(C(=O)NCCCN4CCOCC4)ccc3c2=O)cc1OC,6%,38%[activator],0%,68%,i,-0.6%,2%,6%,-2.6
COc1ccccc1NC(=O)c1cc2ccc(O)cc2o/c1=N\O,6%,-13%,19%,-44%,i,3.6%,-9%,0%,-0.8
Cc1ccc(N(C)C(=O)c2noc3c2CCCCC3)cc1C,?,?,/,-22%,/,-1.2%,0%,/,/

# An excerpt taken from the entries so far:
SMILES,Nrf2 inh,TGFb SMAD3 inh,ATXN2 expr inh,HepG2 tox,ATXN viability,Nrf2 ARE act,A549 tox,EPAC2 agonist,IL2 activator
CNS(=O)(=O)c1cc(S(=O)(=O)NC)c2cccc3c2c1NC3=O,-7%,18%,/,0%,i,-1.1%,-4%,4%,-0.2
COc1ccc(C(=O)NCCC(=O)N2CCC3(CC2)NCCc2[nH]cnc23)cc1,2%,2%,2%,0%,i,-0.3%,2%,-3%,0.4
COc1ccccc1CNCc1ccc(OC)c2ccccc12,11%,?,-24%,-61%,i,5.3%,-1%,-1%,-0.5
COC(=O)c1c(NC(=O)COc2cc(C)c(Cl)c(C)c2)sc2c1CCCC2,13%,-11%,1%,0%,i,0.4%,1%,/,/
COc1ccc(-c2nc3cc(C)ccn3c2NC(=O)c2c(F)cccc2Cl)cc1,0%,-1%,-21%,7%,i,2.6%,1%,14%,-4.2
Fc1ccccc1COc1cccc2cccnc12,?,-4%,26%,-5%,i,9.6%,12%,3%,0.9
Clc1ccc(-c2csc3ncnc(NCCN4CCOCC4)c23)cc1,?,-4%,5%,-16%,i,-0.4%,0%,-9%,-0.8
COc1ccc(NC(=O)c2ccc3c(c2)sc2nc(-c4ccc(OC)cc4)cn23)cc1,?,-30%,/,-1%,/,0.3%,6%,/,/

# Next results.
SMILES,Nrf2 inh,TGFb SMAD3 inh,ATXN2 expr inh,HepG2 tox,ATXN viability,Nrf2 ARE act,A549 tox,EPAC2 agonist,IL2 activator
COC(=O)c1ccccc1Oc1nc(Cl)cc(OC)n1,6%,?,3%,8%,i,2.9%,1%,3%,-0.4
Cc1cc(/C=N/NC(=O)c2cc3ccccc3o2)c(C)n1C,-10%,-1%,-16%,-15%,?,-1.0%,?,-9%,0.5
CC(C)(C)OC(=O)CNC(=O)c1nc[nH]c1C(=O)N1CCN(C(=O)OC(C)(C)C)CC1,-8%,7%,-2%,-93%,i,-1.2%,9%,-2%,0.9
Cc1c(CCO)c(=O)n(-c2ccccc2)n1S(=O)(=O)c1ccc(Cl)cc1,-13%,15%,-4%,-1%,i,-0.1%,-7%,3%,-3.3
CC(=O)Nc1ccc2nc(SCC(=O)Nc3ccc(N4CCOCC4)c(Cl)c3)sc2c1,-7%,-11%,95%[activator],0%,i,3.9%,-11%,4%,-3.5
Cc1cc(C)c(S(N)(=O)=O)c(C)c1N(C)S(=O)(=O)c1ccccc1,?,3%,24%,2%,i,-0.1%,-3%,10%,-0.3
CN(CC(=O)Nc1cccc(F)c1)C(=O)CN1C(=O)C2CC=CCC2C1=O (stereo not given),7%,11%,-6%,-9%,?,-0.4%,-5%,-2%,-1.6
C=CCN(CC=C)C(=O)Nc1cc(Cl)ccc1OC,/,8%,1%,-10%,i,-0.3%,-1%,-5%,-0.4
O=Cc1cccnc1SCc1ccccc1,9%,20%,19%,-35%,?,2.7%,-4%,2%,-0.9
CC(=O)c1c(N2CCOCC2)nc(=S)n(-c2cc(C)ccc2C)c1C,9%,11%,-10%,5%,?,0.2%,0%,6%,-2.0
CC(C)CCNc1ncnc2c1cnn2-c1cccc(Cl)c1,/,-20%,6%,-33%,?,4.2%,-17%,/,/
O=C(NCCCCNC(=O)c1ccccc1Cl)c1ccccc1Cl,9%,22%,-1%,10%,i,-0.8%,0%,-2%,-0.8
COc1ccc(C)cc1NC(=O)c1noc2c1CSc1ccccc1-2,-28%,-1%,/,1%,/,-0.5%,-2%,/,/
CCO/C=C/C(O)(CNC(=O)c1ccc(C(C)(C)C)cc1)C(F)(F)F (stereo not given),6%,1%,1%,-34%,i,-1.0%,1%,-5%,1.0
CCC(Sc1nc2ccccc2o1)C(=O)Nc1nnc(C)s1 (stereo not given),5%,-21%,17%,-24%,i,-0.2%,-3%,4%,-2.0
CCN1CCN(c2cc(C)c3cc(NC(=O)/C=C/c4cccc(OC)c4OC)ccc3n2)CC1,2%[9.27 µM],?,/,-77%,/,20%,0%,/,/
CCOc1cc(C2c3c(oc4ccc(F)cc4c3=O)C(=O)N2Cc2ccco2)ccc1O (stereo not given),3%,1%,5%,-12%,i,2.9%,-1%,/,/
Cc1cc(Cl)c2oc(C(=O)N3CCN(C4CCS(=O)(=O)C4)CC3)c(C)c2c1 (stereo not given),7%,-2%,35%,9%,i,2.7%,11%,-2%,-3.7
COc1cc2c(cc1NC(=O)COC(=O)Cn1cnc3ccccc31)oc1ccccc12,?,-8%,16%,-13%,i,12%,0%,13%,1.7
O=C(NC1CCCCC1)C(c1ccco1)N(Cc1cccnc1)C(=O)C1COc2ccccc2O1 (stereo not given),-10%,3%,-3%,-2%,i,-0.6%,-11%,10%,-3.2
CCn1c(=O)c2sccc2n2c(CCC(=O)N3CCN(c4ccccc4OC)CC3)nnc12,2%,1%,-2%,-1%,i,-0.4%,3%,/,/
O=C1C(Cc2ccccc2)Nc2ncnc(N3CCN(c4ccccc4)CC3)c2N1Cc1ccccc1 (stereo not given),-13%,-10%,-15%,-21%,?,5.3%,-10%,16%,0.7
CCOC(=O)c1ccc(N/C(=N\S(=O)(=O)c2ccc(F)cc2F)c2ccccc2)cc1,-1%,0%,4%,10%,i,-0.7%,0%,12%,1.4
Cc1cccc(CCNC(=O)CCS(=O)(=O)c2ccc3nc(C)sc3c2)c1,1%,1%,3%,0%,i,-0.6%,5%,-1%,-0.7
Cc1sc2ncnc(SCC(=O)N(C)C3CCS(=O)(=O)C3)c2c1C (stereo not given),-4%,-13%,1%,-20%,i,-0.9%,2%,-9%,-0.5
Cc1ccc2c(c1)N(C(C)C(=O)NCc1ccccn1)C(=O)CO2 (stereo not given),-1%,1%,3%,0%,i,0.0%,-3%,-3%,-0.3
Cc1cc(OCC(O)CNC(C)c2ccccc2)ccc1C(C)C (stereo not given),6%,?,-13%,-116%,?,-2.4%,1%,-7%,-1.1
CCc1nc(C(N)=O)c2[nH]c(=O)n(-c3ccc(OC)cc3OC)c2n1,-22%,2%,/,-21%,i,-0.2%,1%,3%,-0.5
CC(C)CC(C(=O)OCC(=O)c1c(N)n(C)c(=O)n(C)c1=O)N1C(=O)C2CC=CCC2C1=O (stereo not given),-14%,-24%,-5%,-2%,i,7.8%,-12%,-1%,-0.4
O=C(c1cc2cc(F)ccc2[nH]1)N1CCc2ccccc21,?,-3%,30%,0%,i,10%,-3%,3%,-3.1
c1ccc2nc(SCc3cn4ccccc4n3)cnc2c1,13%,4%,16%,-19%,i,3.9%,26%,12%,-0.4
CN(C)S(=O)(=O)c1cccc(NC(=O)c2cccc(S(=O)(=O)N3CCCCCC3)c2)c1,?,-4%,-25%,-15%,i,-0.1%,?,7%,-4.2
CC(=O)Nc1sc2c(c1C#N)CCC2,0%,1%,-5%[11.3 µM],-1%,i,21%,0%,0%,-2.5
CN(CC(=O)Nc1c(Cl)cccc1Cl)C(=O)c1ccc(-n2cncn2)c([N+](=O)[O-])c1,2%,-13%,9%,5%,i,-0.1%,-7%,2%,-2.3
